High-throughput results deposited in PubChem by several laboratories.
P. falciparum M1AAP: malaria alanyl aminopeptidase activity blockers – biochemical, fluorogenic H-Leu-NHMec substrate, 1536-well (AID 1445); recombinant M1AAP, H-Leu-NHMec fluorogenic kinetic assay; higher % means a stronger effect; one-dose inhibition, % at 30 µM; IC50 in µM for titrated hits; 0.42% of 220,000 active;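 active means primary inhibition above the hit cutoff, then over 50% inhibition at one or more dose response concentrations, cut at about 23% in these data, passing the limit was not always enough; inconclusive means conflicting primary data, or primary hits not chosen for dose response; inactive means low primary inhibition, or under 50% at every dose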;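 further: plate controls were DMSO full reaction for no effect and no enzyme background for full effect; strong numbers were not always called active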
Yfh1-off respiration: mitochondrial function rescue without frataxin homolog – Friedreich's ataxia, plus single-dose screen, dose response (AID 1465). S. cerevisiae Yfh1-off respiration, WST-1 reduction, 72 h; higher fold induction means a stronger effect. fold induction at 50 µM, or EC50 in µM where a hit was titrated. 0.074% of 220,000 active;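 active means fold induction of absorbance versus untreated yeast above a set limit, then at least 30% activation at any dose in follow-up; inconclusive means repeats straddling the limit, or above it without dose testing; inactive means fold induction below the set limit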;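 further: activators that raise dye reduction in frataxin-depleted yeast; strong numbers were not always called active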
PMI inhibition: human PMI inhibitors, high substrate, primary screen, biochemical, fluorescence intensity, high mannose 6-phosphate (AID 1220). recombinant PMI enzyme, coupled fluorescence intensity; higher % means a stronger effect. inhibition, % at 20 µM, or IC50 in µM where a hit was titrated. 0.66% of 190,000 active; in the data active means inhibition above about 50%
P. falciparum M17LAP: P. falciparum M17LAP inhibitors, primary screen, biochemical, fluorogenic H-Leu-NHMec substrate, 1536-well (AID 1619); recombinant M17LAP, H-Leu-NHMec fluorogenic kinetic assay; higher % means a stronger effect; one-dose inhibition, % at 30 µM; IC50 in µM for titrated hits; 0.38% of 220,000 active;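 active means compound inhibiting the enzyme by more than half at any dose during confirmatory dose-response retesting; inconclusive means strong single-dose inhibitors picked by rank but not retested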;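 further: plate controls were full reaction with DMSO carrier for no effect and no enzyme background for full effect; strong numbers were not always called active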
CSM14.1 death rescue: protection against thapsigargin-triggered cell killing – 384-well, CSM14.1, ATP luminescence, primary screen (AID 1222); CSM14.1 thapsigargin-induced death rescue, ATP luminescence; higher % means a stronger effect; cellular ATP content (survival), % at 20 µM, or EC50 in µM where a hit was titrated; 190,000 tested, under 10 active;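 active means EC50 below 50 µM in the dose-response confirmation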;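 further: death triggered by thapsigargin at about 15 µM added after 2 h compound pretreatment; cell ATP read after overnight thapsigargin exposure of roughly 18 to 22 hours; normalized against plate controls of thapsigargin alone and 5% DMSO vehicle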
PhoP inhibition: PhoP-dependent GFP reporter repression – Salmonella Typhimurium, primary screen (AID 1863). S. Typhimurium PhoP-regulated promoter GFP reporter, 4 h; higher % means a stronger effect. inhibition, % at 50 µM, or IC50 in µM where a hit was titrated. 0.16% of 300,000 active;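 active means inhibition over 29.93%, a cutoff 3 SD above the screen mean, later confirmed by dose response; inconclusive means inhibition over 29.93% but no dose response follow-up; inactive means inhibition at most 29.93% or unconfirmed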;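 further: 0% = low Mg2+ inducing control and 100% = high Mg2+ repressing control; strong numbers were not always called active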
Siah-1 displacement: Siah-1 peptide-binding antagonists, primary screen, biochemical, fluorescence polarization, rhodamine-plectin, uHTS (AID 1817). Siah-1 / rhodamine-plectin peptide fluorescence polarization; higher % means a stronger effect. displacement, % at 20 µM; hits with a dose series show IC50 in µM. 0.02% of 290,000 active;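 active means displacement of at least 50% at 20 µM, with a fluorescence ratio check between 0.3 and a set limit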;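 further: plate controls were Siah plus tracer with DMSO for no effect and tracer alone without Siah for full effect; strong numbers were not always called active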
West Nile antiviral: West Nile virus antiviral activity, cell-based, CPE readout (AID 1621); West Nile virus-infected cells, CPE inhibition; higher % means a stronger effect; 0.02% of 290,000 active; CPE inhibition, % at 10 µM, or IC50 in µM where a hit was titrated; in the data active means a potency from the dose series; inconclusive means CPE inhibition mostly from about 3.7% at the one dose, without a potency; inactive means the rest, 99 in 100 with CPE inhibition below about 2.2%; further: strong numbers were not always called active
XIAP displacement: small molecules displacing peptide from XIAP – biochemical, IAP family, fluorescence polarization (AID 1018); XIAP BIR domain, fluorescence polarization peptide displacement; higher % means a stronger effect; displacement, % at 20 µM; hits with a dose series show IC50 in µM; 0.007% of 200,000 active; in the data active means displacement above about 50%; further: a part of the inactive calls stands beside numbers as strong as those of hits
The depositor's hits bear a star.

Cc1nc(C)c(C(=O)C2=C(O)C(=O)N(CCN(C)C)C2c2ccco2)s1 (stereo unspecified) was read as P. falciparum M1AAP 2%, Yfh1-off respiration inactive, P. falciparum M17LAP 2%, PhoP inhibition -3%, Siah-1 displacement 1% and West Nile antiviral 0.2%.
Screening Cc1[nH]c2ccccc2c1C(c1ccncc1)N1CCCCC1 (stereo unspecified) returned P. falciparum M1AAP -2%, Yfh1-off respiration inactive, PMI inhibition -4%, P. falciparum M17LAP -3%, CSM14.1 death rescue 3.3%, PhoP inhibition -2%, Siah-1 displacement -1%, West Nile antiviral -0.9% and XIAP displacement -3.3%.
Screening COc1cccc(/C=N/N2CCN(c3ccccc3OC)CC2)c1 returned P. falciparum M1AAP -2%, Yfh1-off respiration inactive, PMI inhibition 18%, P. falciparum M17LAP 11%, CSM14.1 death rescue -1.8%, PhoP inhibition 9%, Siah-1 displacement -2%, West Nile antiviral 0.4% and XIAP displacement -3.8%.
`NS(=O)(=O)c1ccc(CCNC(=O)C2CCN(S(=O)(=O)c3c(Cl)cccc3Cl)CC2)cc1` gave P. falciparum M1AAP 3%, Yfh1-off respiration inactive, P. falciparum M17LAP 1%, PhoP inhibition -5%, Siah-1 displacement 4% and West Nile antiviral 0.3%.
Screening Cc1ccc(C2CC(=O)NC(SCc3ccccc3)=C2C#N)o1 (stereo unspecified) returned P. falciparum M1AAP 5%, Yfh1-off respiration inactive, PMI inhibition 19%, P. falciparum M17LAP -3%, CSM14.1 death rescue -3.8%, PhoP inhibition -9%, Siah-1 displacement -7%, West Nile antiviral -1.1% and XIAP displacement -5.8%.
For COc1c(F)c(F)c(C(=O)Nc2ccc3oc(-c4ccncc4)nc3c2)c(F)c1F the results were P. falciparum M1AAP -1%, Yfh1-off respiration inactive, PMI inhibition -2%, P. falciparum M17LAP -8%, CSM14.1 death rescue -1.6%, PhoP inhibition 4%, Siah-1 displacement -1%, West Nile antiviral 0.3% and XIAP displacement -4.8%.
CC1(NC(=O)Nc2ccccc2)CCS(=O)(=O)C1 (stereo unspecified) was read as P. falciparum M1AAP 2%, Yfh1-off respiration inactive, P. falciparum M17LAP 2%, PhoP inhibition -13%, Siah-1 displacement -4% and West Nile antiviral 0.0%.
COC(=O)C1=C(C)Nc2ccc(C)cc2S1 was read as P. falciparum M1AAP 9%, Yfh1-off respiration inactive, PMI inhibition 9%, P. falciparum M17LAP 5%, CSM14.1 death rescue -0.9%, PhoP inhibition -3%, Siah-1 displacement -3%, West Nile antiviral -0.4% and XIAP displacement -4.4%.
For COCc1[nH]nc2c1C(c1ccccc1F)C(C#N)=C(N)O2 (stereo unspecified) the results were P. falciparum M1AAP 3%, Yfh1-off respiration inactive, PMI inhibition 7%, P. falciparum M17LAP 11%, CSM14.1 death rescue 0.4%, PhoP inhibition -5%, Siah-1 displacement -2%, West Nile antiviral -0.6% and XIAP displacement -4.1%.
Screening CCN1CCN(CCNC(=O)c2ccc3c(c2)N(Cc2ccc(F)cc2)C(=O)/C(=C/c2ccccc2)S3)CC1 returned P. falciparum M1AAP 15%, Yfh1-off respiration inactive, PMI inhibition 7%, P. falciparum M17LAP 7%, CSM14.1 death rescue -15%, PhoP inhibition -2%, Siah-1 displacement -2%, West Nile antiviral -1.3% and XIAP displacement -13%.
`Cc1ccc2nc(CSc3nc(C)ccc3C#N)[nH]c2c1` gave P. falciparum M1AAP -8%, Yfh1-off respiration inactive, PMI inhibition -84%, P. falciparum M17LAP -2%, CSM14.1 death rescue -6.8%, PhoP inhibition -17%, Siah-1 displacement -2%, West Nile antiviral 0.7% and XIAP displacement -1.2%.
COc1ccc(NC(=O)c2ccccc2Cl)cc1NC(=O)CN1CCOCC1 was read as P. falciparum M1AAP -3%, Yfh1-off respiration inactive, PMI inhibition 9%, P. falciparum M17LAP 3%, CSM14.1 death rescue -2.2%, PhoP inhibition -7%, Siah-1 displacement 1%, West Nile antiviral 0.8% and XIAP displacement -1.3%.
O=C(CSc1nncc2ccccc12)N1CCOCC1 was read as P. falciparum M1AAP 1%, Yfh1-off respiration inactive, PMI inhibition 10%, P. falciparum M17LAP -14%, CSM14.1 death rescue -2.7%, PhoP inhibition -2%, Siah-1 displacement -4%, West Nile antiviral 0.1% and XIAP displacement -3.9%.
For CCOc1ccc(N/C=C/C(=O)c2ccc3ccccc3c2)c([N+](=O)[O-])c1 the results were P. falciparum M1AAP 3%, Yfh1-off respiration inactive, PMI inhibition 0%, P. falciparum M17LAP 7%, CSM14.1 death rescue -2.8%, PhoP inhibition 1%, Siah-1 displacement -4%, West Nile antiviral -0.2% and XIAP displacement -28%.
Screening Cc1cc(C(C)(C)C)oc1C(=O)N(CC(=O)NC1CCCC1)c1c(C)cccc1C returned P. falciparum M1AAP -2%, Yfh1-off respiration inactive, PMI inhibition 7%, P. falciparum M17LAP -8%, CSM14.1 death rescue 0.3%, PhoP inhibition -8%, Siah-1 displacement 3%, West Nile antiviral inconclusive and XIAP displacement -5.0%.
COc1ccc(C2(CNC(=O)CCC(=O)O)CCCC2)cc1OC was read as P. falciparum M1AAP -1%, Yfh1-off respiration inactive, PMI inhibition 1%, P. falciparum M17LAP 12%, CSM14.1 death rescue 0.0%, PhoP inhibition 11%, Siah-1 displacement -2%, West Nile antiviral 0.2% and XIAP displacement -3.8%.
Screening Brc1ccccc1/C=N/Nc1ccc2ccccc2n1 returned P. falciparum M1AAP 7%, Yfh1-off respiration inactive, PMI inhibition 5%, P. falciparum M17LAP 1%, CSM14.1 death rescue -5.1%, PhoP inhibition -4%, Siah-1 displacement -4%, West Nile antiviral 1.2% and XIAP displacement 0.1%.
CC(C)Cn1c(N)c(C(=O)CSc2ncnc3sc4c(c23)CCCC4)c(=O)n(C)c1=O was read as P. falciparum M1AAP 6%, Yfh1-off respiration inactive, PMI inhibition -1%, P. falciparum M17LAP 10%, CSM14.1 death rescue -4.6%, PhoP inhibition -19%, Siah-1 displacement 0%, West Nile antiviral -0.4% and XIAP displacement -0.4%.
Screening Cc1ccc2c(c1)C(c1ccncc1)=NNC(c1cccnc1)=N2 returned Yfh1-off respiration inactive, PMI inhibition 2%, CSM14.1 death rescue 1.2%, Siah-1 displacement 4%, West Nile antiviral -0.8% and XIAP displacement -2.7%.
Screening COc1ccc(C(=O)N/C(=C/c2cccs2)C(=O)NCCCn2ccnc2)cc1OC returned P. falciparum M1AAP 8%, Yfh1-off respiration inactive, PMI inhibition -6%, P. falciparum M17LAP 5%, CSM14.1 death rescue 1.5%, PhoP inhibition 7%, Siah-1 displacement 2%, West Nile antiviral 0.9% and XIAP displacement -1.7%.
Screening CN1CCN(S(=O)(=O)c2ccc(NC(=S)NC(=O)C3CCC3)cc2)CC1 returned P. falciparum M1AAP 8%, Yfh1-off respiration inactive, PMI inhibition 14%, P. falciparum M17LAP 14%, CSM14.1 death rescue 1.7%, PhoP inhibition 2%, Siah-1 displacement 0%, West Nile antiviral -0.2% and XIAP displacement -4.0%.
For COc1ccc(NC(=O)Cn2c(=O)n(Cc3ccco3)c(=O)c3ccccc32)cc1 the results were P. falciparum M1AAP 8%, Yfh1-off respiration inactive, PMI inhibition 3%, P. falciparum M17LAP 16%, CSM14.1 death rescue 0.9%, PhoP inhibition -11%, Siah-1 displacement -1%, West Nile antiviral 2.0% and XIAP displacement -4.7%.
`CCCOc1ccc(N2C(=O)CC(SCCc3nc4ccccc4[nH]3)C2=O)cc1` (stereo unspecified) gave P. falciparum M1AAP 3%, Yfh1-off respiration inactive, PMI inhibition 13%, P. falciparum M17LAP 1%, CSM14.1 death rescue -0.7%, PhoP inhibition 0%, Siah-1 displacement 3%, West Nile antiviral 0.1% and XIAP displacement -3.8%.
For Cc1ccc(Cl)cc1N1CCN(C(=O)COc2ccc3c(c2)CCC3)CC1 the results were P. falciparum M1AAP -13%, Yfh1-off respiration inactive, PMI inhibition 5%, P. falciparum M17LAP 1%, CSM14.1 death rescue -0.6%, PhoP inhibition -14%, Siah-1 displacement 2%, West Nile antiviral -1.3% and XIAP displacement 0.1%.
For Cc1cc(=O)oc2cc(OCC3CC(c4ccccc4)=NO3)ccc12 (stereo unspecified) the results were P. falciparum M1AAP 3%, Yfh1-off respiration inactive, PMI inhibition 6%, P. falciparum M17LAP 3%, CSM14.1 death rescue -2.2%, PhoP inhibition 3%, Siah-1 displacement -3%, West Nile antiviral 0.1% and XIAP displacement -5.6%.
Screening Cc1cccc(N2CCN(C(=O)CSCc3c(C)noc3C)CC2)c1C returned P. falciparum M1AAP 9%, PMI inhibition 14%, P. falciparum M17LAP 9%, CSM14.1 death rescue -0.4%, PhoP inhibition -5%, Siah-1 displacement 0% and XIAP displacement -19%.
For Cc1ccc(-c2nc(=S)c3c(n2Cc2ccco2)CC(C)(C)OC3)cc1 the results were P. falciparum M1AAP -1%, Yfh1-off respiration inactive, PMI inhibition 5%, P. falciparum M17LAP 7%, CSM14.1 death rescue -0.4%, PhoP inhibition 4%, Siah-1 displacement -4%, West Nile antiviral -0.7% and XIAP displacement -13%.
O=C(NCCc1cccs1)C1CC1 was read as P. falciparum M1AAP 1%, Yfh1-off respiration inactive, P. falciparum M17LAP -4%, PhoP inhibition -2%, Siah-1 displacement 3% and West Nile antiviral 0.4%.
Screening O=C(c1ccco1)N1C(=O)c2cccc3c(S(=O)(=O)N4CCCC4)ccc1c23 returned P. falciparum M1AAP 5%, Yfh1-off respiration inactive, PMI inhibition -3%, P. falciparum M17LAP -5%, CSM14.1 death rescue -3.2%, PhoP inhibition 1%, Siah-1 displacement 1%, West Nile antiviral -0.1% and XIAP displacement -4.0%.
`CSc1nc2c(cc1C#N)CCCCC2` gave P. falciparum M1AAP 7%, Yfh1-off respiration inactive, PMI inhibition 0%, P. falciparum M17LAP 14%, CSM14.1 death rescue 17%, PhoP inhibition -1%, Siah-1 displacement 0%, West Nile antiviral -0.7% and XIAP displacement 0.0%.
Screening CCCCCc1c(O)nc(SCCN(CC)CC)[nH]c1=O returned P. falciparum M1AAP 1%, Yfh1-off respiration inactive, PMI inhibition 5%, P. falciparum M17LAP -7%, CSM14.1 death rescue 0.0%, PhoP inhibition 6%, Siah-1 displacement 2%, West Nile antiviral -1.1% and XIAP displacement -7.2%.

2 neighbouring compounds already listed, quoted:
Cc1nc(C)c(C(=O)C2=C(O)C(=O)N(CCN(C)C)C2c2ccco2)s1 (stereo unspecified) was read as P. falciparum M1AAP 2%, Yfh1-off respiration inactive, P. falciparum M17LAP 2%, PhoP inhibition -3%, Siah-1 displacement 1% and West Nile antiviral 0.2%.
Screening Cc1[nH]c2ccccc2c1C(c1ccncc1)N1CCCCC1 (stereo unspecified) returned P. falciparum M1AAP -2%, Yfh1-off respiration inactive, PMI inhibition -4%, P. falciparum M17LAP -3%, CSM14.1 death rescue 3.3%, PhoP inhibition -2%, Siah-1 displacement -1%, West Nile antiviral -0.9% and XIAP displacement -3.3%.
